Screening results (PubChem)
Glioma ERSR ind: qHTS for Inducers of the Endoplasmic Reticulum Stress Response (ERSR) in Human Glioma: qHTS; AID 602332, 2012; 420,000 tested, 0.02% active; U87-MG GRP78 promoter luciferase reporter, 16 h; Potency, µM, inactives show at the top dose activation, hits mostly activators; note: potency is the fitted concentration of half-maximal effect; series mostly up to about 76 µM; % of control where 0% means no effect; nearly all actives have a fitted effect of over 35% in size
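Stably transfected U87-MG human glioma cells carrying a GRP78-based luminescent sensor were seeded at 1000 cells/well, pin-dosed with compounds and incubated 16 h. Luciferase reagent was then added, and end-point luminescence was read after 10 min at room temperature.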
LDHA block: qHTS assay for inhibitors of human lactate dehydrogenase | L-lactate dehydrogenase A chain (Homo sapiens), P00338 | purified LDHA, NADH/diaphorase-resazurin fluorescence; stronger effect = lower value | activity change, % (values are at about 110 or 230 µM) | 480,000 tested, 0.15% active | AID 1347041, 2019; in the data active = activity change below about -30%; inconclusive = mostly about -25% to -30%;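 note: plate controls were DMSO wells for no effect and wells without enzyme for full effect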
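Human LDH5 (2 nM) was incubated with 0.06 mM NADH and 0.2 mM pyruvate for 5 min at room temperature in Tris pH 7.4. Remaining NADH was coupled through diaphorase/resazurin, and resorufin fluorescence was read at 0 and 20 min.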
D2 antagonist: HTS Assay for Allosteric Antagonists of the Human D2 Dopamine Receptor: Primary Screen for Antagonists; HEK293 TREx D2 cells, calcium flux, dopamine EC80; inhibition, % at 10 µM; 340,000 tested, 2% active; AID 485344, 2010; in the data active = inhibition above about 30%; note: 0% is about no effect
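Compounds are added to dye-loaded, induced HEK293 T-REx cells coupled to calcium release via D2; after a 3 min kinetic read an EC80 dopamine stimulus is given and fluorescence is recorded for 3 more min.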
12-LOX inh: Primary qHTS assay for inhibitors of human arachidonate 12S-lipoxygenase (ALOX12): Round 2; Polyunsaturated fatty acid lipoxygenase ALOX12 (Homo sapiens), P18054; purified 12hLO, xylenol orange hydroperoxide absorbance; Potency, µM (doses to about 108 µM), inactives show at the top dose activity change, negative = inhibition, usual class: inhibitors; 580,000 tested, 1.1% active; note: potency is the fitted concentration of half-maximal effect; % is set by controls: 0 for no effect and ±100 for the full control effect
Target sequence (P18054 whole entry, looked up): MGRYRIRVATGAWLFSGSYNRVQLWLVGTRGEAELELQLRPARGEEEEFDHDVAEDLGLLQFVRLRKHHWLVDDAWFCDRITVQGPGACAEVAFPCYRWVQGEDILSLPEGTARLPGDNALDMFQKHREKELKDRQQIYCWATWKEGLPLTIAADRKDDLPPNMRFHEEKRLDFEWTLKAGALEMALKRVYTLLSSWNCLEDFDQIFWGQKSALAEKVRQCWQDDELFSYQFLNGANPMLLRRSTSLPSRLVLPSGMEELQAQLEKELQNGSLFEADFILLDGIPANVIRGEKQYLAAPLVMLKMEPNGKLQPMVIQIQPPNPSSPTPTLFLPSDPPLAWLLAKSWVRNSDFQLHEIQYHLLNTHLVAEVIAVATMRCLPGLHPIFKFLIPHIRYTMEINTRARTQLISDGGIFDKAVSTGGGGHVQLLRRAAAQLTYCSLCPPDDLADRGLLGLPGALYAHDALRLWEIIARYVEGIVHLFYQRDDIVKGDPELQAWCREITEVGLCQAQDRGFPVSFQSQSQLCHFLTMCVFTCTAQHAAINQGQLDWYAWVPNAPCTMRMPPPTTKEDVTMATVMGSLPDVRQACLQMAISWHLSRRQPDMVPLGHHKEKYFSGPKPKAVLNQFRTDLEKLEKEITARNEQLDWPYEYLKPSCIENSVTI
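Hydroperoxide product was detected by ferrous iron/xylenol orange as the 573 to 405 nm absorbance ratio. Arachidonic acid at 40 uM (final) was turned over for 30 min at room temperature by 150 nM human 12hLO, pH 7.0 Hepes buffer, after 15 min compound preincubation.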
Vif-A3G inh: qHTS for Inhibitors of Vif-A3G Interactions: qHTS | Potency, µM (titrated, usually from 46.1 µM), without a hit: at the highest dose activity, negative = active, usual class: inhibitors | HeLa A3G-eYFP + Vif (tagged APOBEC3G with the HIV-1 protein that degrades it), YFP fluorescence, overnight | AID 602310, 2012 | 410,000 tested, 0.076% active;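 note: potency is the fitted concentration of half-maximal effect; % is set by controls: 0 for no effect and ±100 for the full control effect; nearly all actives have a fitted effect of over 60% in size; hits raise eYFP signal because A3G escapes Vif-driven loss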
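HeLa cells stably expressing Vif and C-terminally eYFP-tagged A3G, seeded overnight at 37 deg C, then exposed to compound by pintool overnight at 37 deg C. Rise in yellow fluorescence (Ex 488/Em 500-530, Acumen) marks blocked Vif-driven A3G degradation.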
RGS4 inh: Inhibitors of Regulator of G Protein Signaling (RGS) 4: qHTS; Transcreener GDP fluorescence polarization, RGS4-accelerated GTP hydrolysis; Potency, µM (series often up to 114 µM), for the others: top-dose activity change, negative = inhibition, most hits filed as inhibitors; 390,000 tested, 0.039% active; AID 504845, 2011; note: potency is the fitted concentration of half-maximal effect; % is set by controls: 0 for no effect and ±100 for the full control effect; nearly all actives have a fitted effect of over 75% in size; some results filed as inactive show a strong effect at the top dose
Target sequence (P49798 whole entry, looked up): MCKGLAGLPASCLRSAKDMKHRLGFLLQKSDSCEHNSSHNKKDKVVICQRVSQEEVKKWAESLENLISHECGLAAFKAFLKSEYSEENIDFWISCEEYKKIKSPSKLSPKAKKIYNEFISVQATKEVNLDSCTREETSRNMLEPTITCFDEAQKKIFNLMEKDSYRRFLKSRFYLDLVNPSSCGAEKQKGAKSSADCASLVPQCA
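MLSMR compounds (23 nl, pin-transferred) preincubated 10 min at room temperature with a 500nM (2x) first reagent, then RGS4 at 900nM (2x) plus Transcreener GDP mix added; fluorescence polarization (620/688 nm) read before and after 90 min at 30 °C.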
ERG-DNA inh: qHTS for Small Molecule Inhibitors of the ERG Ets/DNA interaction. Transcriptional regulator ERG (Homo sapiens), P11308. fluorescence polarization, His-ERG Ets domain / labelled DNA. Potency, µM (doses to about 76.9 µM), for the others: at the top dose FP activity, negative = inhibition, most hits filed as inhibitors. 370,000 tested, 0.028% active; active = well fitted inhibition curve with a large enough effect in the polarisation, with a control signal flat; inconclusive = small, poorly fitted or top-dose-only effect, or effect the other way, or a change in a side signal; inactive = no such curve, though single readings can be large or run the other way; the % refers to the polarisation;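 note: polarization taken with two DNA probes labelled with fluorescein and Texas red; potency is the fitted concentration of half-maximal effect; % of control where 0% means no effect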
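His-tagged ERG Ets domain (1 uM in the protein solution; 300mM KCl, 50mM Tris-HCl, 1mM EDTA, 1mM DTT, pH 7.5) received compound, then a probe mix of 5 nM fluorescein-DNA and 100nM Texas-615-DNA. Fluorescence polarization was read for both dyes.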
Vif-APOBEC3F blk: qHTS for Inhibitors of Vif-A3F Interactions: qHTS | HeLa A3F-eYFP + Vif (tagged APOBEC3F with the HIV-1 protein that degrades it), YFP fluorescence increase | Potency, µM (top dose mostly 46.1 µM), inactives show at the top dose activity, negative = active | 390,000 tested, 0.2% active; note: potency is the fitted concentration of half-maximal effect; % of control where 0% means no effect; nearly all actives have a fitted effect of over 65% in size
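Fluorescence increase (Ex 488/Em 500-530) after overnight compound treatment at 37 deg C flags inhibition of Vif-driven A3F-eYFP loss in stable HeLa A3F-eYFP/Vif cells seeded overnight beforehand.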
D2 agonist: HTS Assay for Allosteric Agonists of the Human D2 Dopamine Receptor: Primary Screen for Agonists | D(2) dopamine receptor (Homo sapiens), P14416 | HEK293 T-REx D2 cells, calcium flux agonist mode | activation, % at 2 µM | 340,000 tested, 0.53% active;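 active = activation over 3 SD above normal in the single-dose calcium agonist read, cut at about 30% in these data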; note: 0% is about no effect
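Agonism scored from kinetic calcium signal (1 read/sec, 180 s) following compound pin transfer, after a 10 s baseline. Cells: HEK293 Trex line expressing inducible D2 receptor coupled to calcium, dye-loaded after overnight culture at 30 C.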
* = called active by the depositor; ? = inconclusive; . = no result given; & = joins results of further samples; [ ] = remark or other dose. Unless noted, calls come from the whole dose curve; as a rule, active = well fitted curve in the direction sought with a large enough effect; inconclusive = small, poorly fitted or top-dose-only effect, or another doubt; inactive = no such curve, though single readings can be large; an effect the other way counts as inactive or inconclusive.

SMILES	Glioma ERSR ind	LDHA block	D2 antagonist	12-LOX inh	Vif-A3G inh	RGS4 inh	ERG-DNA inh	Vif-APOBEC3F blk	D2 agonist
COc1cc2c(cc1OC)C(C(=O)NCc1ccco1)C(c1cccs1)N(C)C2=O (centres undefined)	-1%	-11	11	-24%	0%	2%	-1%	?	0.5
Cc1ccc(C(=O)c2no[n+]([O-])c2C(=O)c2ccc(C)cc2)cc1	?	-2	-5	-3%	-11%	-31%	0%	4%	1.6
Cc1ccc(C)c(NC(=O)CSC2=Nc3ccccc3N=C(c3ccc(F)cc3)C2)c1	-2%	-10	.	-13%	-2%	10%	-5%	-1%	0.1
CS(=O)(=O)Nc1ccc(C2=NN(C(=O)c3ccco3)C(c3ccc(F)cc3)C2)cc1 (centres undefined)	-2%	-4	3	-16%	-13%	-11%	1%	1%	-1.1
COc1cccc(/C=N/NC(=O)c2ccc([N+](=O)[O-])cc2Cl)c1O	-3%	10	-11	-18%	-1%	-19%	2%	-2%	0.6
O=C(Nc1ccccc1)N1CCC(n2c(=O)[nH]c3ccccc32)CC1	-2%	-3	18	1%	-1%	20%	3%	-1%	0.6
O=CN(/C=C1\Sc2ccccc2C1=O)Cc1ccccc1	5%	-2	17	-16%	-3%	-2%	?	-4%	-0.4
O=C(N/N=C/c1cccnc1)c1ccc2c(c1)OCO2	5%	1	-7	7%	-23%	-10%	3%	5%	0.1
Cc1onc(-c2c(F)cccc2Cl)c1C(=O)Nc1c(C)n(C)n(-c2ccccc2)c1=O	-3%	0	-11	-12%	3%	11%	.	0%	-0.2
CCS(=O)(=O)N1CCC(NC(=O)C(Cc2ccc(OC)c(OC)c2)NC(C)=O)CC1 (centres undefined)	-1%	-5	-6	-2%	2%	6%	-6%	-10%	0.9
CCc1cc(=O)oc2cc(C)cc(OCC(=O)NCc3ccccn3)c12	-3%	-3&4	0	5%&33%	1%	23%	16%	2%	0.9
CC(=O)C1=C(C)NC(SCC(N)=O)=C(C#N)C1C (centres undefined)	0%	3	10	473%[activator]	-1%	-43%	-5%	2%	-0.1
Cc1c(Cl)cccc1-n1c(SCC(=O)NCc2ccccc2Cl)nnc1-c1ccncc1	-1%	-2	-12	-28%	-1%	-28%	11%	3%	-0.8
N#Cc1cc(N)ccc1Sc1ccc(Cl)cc1	-3%	-4	-10	-18%	1%	18%	-9%	3%	1.2
CCN(CC)CCCNC(=O)Cn1nc(-c2ccccc2)ccc1=O	-4%	-5	-7	-23%	1%	-9%	-1%	1%	0.4
O=C(NCCN1C(=O)S/C(=C/c2ccccc2)C1=O)C1CCCN1C(=O)c1cccs1 (centres undefined)	-3%	-5	-6	-32%	0%	-6%	-5%	-7%	0.9
C[C@H](NS(=O)(=O)c1ccccc1F)C(=O)OCC(=O)N1CCc2ccccc21	-1%	-13	13	40%[activator]	0%	24%	-4%	-1%	0.1
Cc1cccc(C)c1NC(=O)c1cccc2c1-c1ccccc1C2=O	-3%	-6	12	-5%	1%	-4%	8%	9%	0.4
O=C(c1ccco1)N1CCN(c2ccc(F)cc2)CC1	-2%	0	-5	-2%	0%	-11%[11.4 µM]	8%	2%	1.3
Cc1ccc(N/C(N)=N/c2nc(C)cc(C)n2)cc1	-6%	6&-6	31*	-5%&2%	2%	0%	16%	8%	80*
O=C(CNC(=O)OCc1ccccc1)Oc1cc2oc(=O)cc(-c3ccccc3)c2cc1Cl	-3%	0	-8	.	0%	22%	.	-2%	1.9
COc1ccc(NC(=S)NCCc2c[nH]c3ccc(OC)cc23)c(OC)c1	0%	-2	-9	?	1%	1%	.	1%	8.8
COc1ccccc1NC(=O)C(C)N(C)CC(=O)Nc1cccc2ccccc12 (centres undefined)	4%	3	.	?	-1%	-12%	9%	-5%	.
CC(CC(=O)N1CCN(c2ccc(C(F)(F)F)cn2)CC1)n1ccnc1 (centres undefined)	-5%	-7	8	0%	-1%	18%	1%	10%	-0.7
CCCCn1c(N)c(N(CC)C(=O)c2ccc(N3CCCC3=O)cc2)c(=O)[nH]c1=O	0%	0	9	?	0%	-6%	4%	-18%	0.5

More records.
SMILES	Glioma ERSR ind	LDHA block	D2 antagonist	12-LOX inh	Vif-A3G inh	RGS4 inh	ERG-DNA inh	Vif-APOBEC3F blk	D2 agonist
Cn1c(=O)c2[nH]c(N3CCN(c4cccc(O)c4)CC3)nc2n(C)c1=O	-3%	1	9	-9%	4%	3%	1%	-9%	17
CCOC(=O)c1cc(/C(C)=N/OC(=O)c2ccc(Cl)cc2)on1	-4%	-2	21	5%	-1%	-4%	-5%	-4%	-0.6
C=CCn1c(N)c(C(=O)Nc2ccc(C)c(C)c2)c2nc3ccccc3nc21	-4%	-7	-6	0%	2%	18%	-5%	1%	-0.9
O=c1[nH]c(CSc2ccccn2)nc2c1oc1ccccc12	-8%	-3	-17	-4%	-4%	3%	-5%	2%	3.1
CC1CCc2c(sc3ncnc(N4CCOCC4)c23)C1 (centres undefined)	1%	6	-12	-17%	0%	29%	4%	-1%	0.8
COCCn1c(C)cc(C(=O)CSc2nnc3ccccn23)c1C	-12%	-3	-13	-14%	0%	8%	-5%	4%	-0.6
Cc1ccc(OCC(=O)N/N=C\c2ccc(-c3cccc(C(=O)O)c3)o2)c(C)c1	0%	0	-1	9%	-1%	1%	-2%	-3%	-1.7
COc1ccc(C)cc1NC(=O)N1CC(C)Sc2ccccc21 (centres undefined)	-2%	0	.	4%	4%	-7%	9%	3%	-0.3
O=C(NCc1ccco1)c1ccc(Cl)s1	1%	-2	-11	-11%	0%	-23%	-2%	?	-0.5
CSc1nc2ccc(NS(=O)(=O)c3cccc(Cl)c3Cl)cc2s1	-1%	-2	3	-19%	-9%	-8%	3%	8%	-1.3
CN(Cc1cn(-c2ccccc2)nc1-c1ccc2c(c1)OCO2)Cc1nccn1C	-3%	-3	-4	-2%	1%	3%	3%	-4%	-0.3
COC(=O)Cc1cn(-c2ncc(C(F)(F)F)cc2Cl)c2ccccc12	2%	-1	11	-4%	-6%	-15%	6%	-6%	-0.6
CCOC(=O)c1cc(-c2ccc(/C=C3/C(=O)NC(=O)C(C#N)=C3C)o2)ccc1Cl	-1%	3	.	?	-10%	?	-10%	-3%	.
O=P(c1ccccc1)(c1ccccc1)c1cc(S(=O)(=O)O)ccc1O	-1%	-2	14	3%	2%	-10%	13%	-2%	0.4
CCC(C(=O)NC(C)CCc1ccccc1)n1nc(C)n2c(cc3occc32)c1=O (centres undefined)	-3%	1	19	.	0%	13%	0%	3%	0.4
C/C(=N\Nc1ccc(Cl)c(C(=O)O)c1)c1cccc2ccccc12	0%	25	6	-20%	-11%	-16%	12%	-1%	2.0
COc1ccccc1C(=O)C1CCCN(C(=O)c2cn3cc(Cl)ccc3n2)C1 (centres undefined)	2%	-4	-5	?	-7%	15%	-2%	-13%	-0.2

Copied from the entries so far, five compounds:
SMILES	Glioma ERSR ind	LDHA block	D2 antagonist	12-LOX inh	Vif-A3G inh	RGS4 inh	ERG-DNA inh	Vif-APOBEC3F blk	D2 agonist
CCOC(=O)c1cc(-c2ccc(/C=C3/C(=O)NC(=O)C(C#N)=C3C)o2)ccc1Cl	-1%	3	.	?	-10%	?	-10%	-3%	.
O=P(c1ccccc1)(c1ccccc1)c1cc(S(=O)(=O)O)ccc1O	-1%	-2	14	3%	2%	-10%	13%	-2%	0.4
CCC(C(=O)NC(C)CCc1ccccc1)n1nc(C)n2c(cc3occc32)c1=O (centres undefined)	-3%	1	19	.	0%	13%	0%	3%	0.4
C/C(=N\Nc1ccc(Cl)c(C(=O)O)c1)c1cccc2ccccc12	0%	25	6	-20%	-11%	-16%	12%	-1%	2.0
COc1ccccc1C(=O)C1CCCN(C(=O)c2cn3cc(Cl)ccc3n2)C1 (centres undefined)	2%	-4	-5	?	-7%	15%	-2%	-13%	-0.2

These rows are one share of the data (hit frequency here may not be typical).
